# Insulin prom up: MIN6 insulin promoter up-regulation; z-score at 5 µM; MIN6 insulin promoter-GFP reporter, high-content imaging; hits give high values; 0.3% of 190,000 active;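 active = z-score above 3 at 5 µM with at least 500 cells counted in the well; inconclusive = wells under 500 cells, flagged as cytotoxic or low count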
# PMI inhibitors: inhibitors of human PMI, primary screen, biochemical, fluorescence intensity, coupled assay (AID 1209); 0.42% of 190,000 active; purified PMI enzyme, coupled fluorescence intensity; higher % means a stronger effect; inhibition, % at 20 µM; hits with a dose series show IC50 in µM;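 also: plate controls were DMSO vehicle for no effect and wells lacking substrate for full effect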
# TNAP activators: stimulation of alkaline phosphatase TNAP activity – biochemical, luminescent, no phosphate acceptor, uHTS, primary screen (AID 1001) | 0.03% of 200,000 active | purified TNAP, luminescent activation assay, no phosphate acceptor; higher activation fold means a stronger effect | activation fold at 20 µM; hits with a dose series show EC50 in µM; in the data active = activation fold from about 3, or a potency from the dose series; inactive = the rest, 99 in 100 with activation fold below about 1.6; also: many of its hits are not listed in these tables
# RSV antiviral HEp-2: inhibition of RSV-induced cytopathic effect – HEp-2 cells, primary 10 µM value included (AID 2391); HEp-2 cells, RSV-induced CPE inhibition; higher % means a stronger effect; one-dose CPE inhibition, % at 10 µM; IC50 in µM for titrated hits; 0.13% of 310,000 active; in the data active = a potency from the dose series; inconclusive = CPE inhibition mostly from about 23% at the one dose, without a potency; inactive = the rest, 99 in 100 with CPE inhibition below about 21%; also: strong numbers were not always called active
# West Nile antiviral: inhibition of WNV-induced cytopathic effect – cell-based, CPE readout (AID 1621); West Nile virus-infected cells, CPE inhibition; higher % means a stronger effect; CPE inhibition, % at 10 µM; hits with a dose series show IC50 in µM; 0.02% of 290,000 active; in the data active = a potency from the dose series; inconclusive = CPE inhibition mostly from about 3.7% at the one dose, without a potency; inactive = the rest, 99 in 100 with CPE inhibition below about 2.2%; also: strong numbers were not always called active
# Large T inhibition: TAg ATPase/helicase activity blockers – biochemical (AID 1903) | 0.39% of 310,000 active | SV40 large T antigen ATPase/helicase inhibition assay; higher % means a stronger effect | inhibition, % at 20 µM; hits with a dose series show IC50 in µM; in the data active = a potency from the dose series; inconclusive = inhibition mostly from about 32% at the one dose, without a potency; inactive = the rest, 99 in 100 with inhibition below about 32%; also: strong numbers were not always called active
# human PMI inhibitors: MPI inhibition at elevated mannose 6-phosphate – biochemical, fluorescence intensity, high mannose 6-phosphate, primary screen (AID 1220); recombinant PMI enzyme, coupled fluorescence intensity; higher % means a stronger effect; inhibition, % at 20 µM, or IC50 in µM where a hit was titrated; 0.66% of 190,000 active
# PhoP inhibition: inhibitors of PhoP regulon expression, primary screen, Salmonella Typhimurium, GFP reporter (AID 1863) | S. Typhimurium PhoP-regulated promoter GFP reporter, 4 h; higher % means a stronger effect | inhibition, % at 50 µM; hits with a dose series show IC50 in µM | 0.16% of 300,000 active;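 active = inhibition over 29.93%, a cutoff 3 SD above the screen mean, later confirmed by dose response; inconclusive = inhibition over 29.93% but no dose response follow-up; inactive = inhibition at most 29.93% or unconfirmed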;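 also: 0% = low Mg2+ inducing control and 100% = high Mg2+ repressing control; strong numbers were not always called active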
# ER stress rescue: protection against thapsigargin-triggered cell killing – 384-well, CSM14.1, ATP luminescence, primary screen (AID 1222); CSM14.1 thapsigargin-induced death rescue, ATP luminescence; higher % means a stronger effect; cellular ATP content (survival), % at 20 µM, or EC50 in µM where a hit was titrated; 190,000 tested, under 10 active;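 active = EC50 below 50 µM in the dose-response confirmation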;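 also: death triggered by thapsigargin at about 15 µM added after 2 h compound pretreatment; cell ATP read after overnight thapsigargin exposure of roughly 18 to 22 hours; normalized against plate controls of thapsigargin alone and 5% DMSO vehicle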
# Insulin prom up cell count: further read-out of Insulin prom up, marked with its call; cell count; measured here: cytotoxicity, nuclei count;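 total cells summed across four imaged fields per well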
# The depositor's hits bear a star; u = inconclusive; x = not tested or not shown. Rule as the data show it, unless noted: active = inhibition above about 50%; inactive = the rest. Compounds were not picked by outcome (roughly 1.5% active in at least one column).
SMILES,Insulin prom up,Insulin prom up cell count,PMI inhibitors,TNAP activators,RSV antiviral HEp-2,West Nile antiviral,Large T inhibition,human PMI inhibitors,PhoP inhibition,ER stress rescue
O=C(CSc1ccc2nnc(-c3ccncc3)n2n1)Nc1ccccc1F,-0.49,937,-4%,1.2,1.6%,-0.1%,1%,-5%,-10%,1.6%
Nc1nonc1-n1nnc(C(=O)N/N=C/c2ccncc2)c1-c1ccccc1,x,x,x,x,2.2%,-0.2%,8%,x,2%,x
Cc1cc(NC(=O)C2C3C(=O)N(CC4CCCO4)C(C(=O)NC(C)(C)C)C34C=CC2(C)O4)no1 (stereo not given),-0.04,1373,-2%,1.1,1.6%,0.8%,-2%,-6%,5%,-1.3%
COc1ccc(NC(=S)NCc2ccc3c(c2)OCO3)cc1,0.25,1132,-2%,1.2,-0.3%,-0.6%,3%,-4%,5%,1.6%
C=C(C)[C@@H]1CC=C(C(=O)O)CC1,0.58,1047,x,x,-0.8%,0.1%,24%,x,-3%,x
Cc1cccc(NC(=O)C2CCCN(c3cnccn3)C2)c1 (stereo not given),x,x,x,x,0.7%,0.1%,-4%,x,3%,x
COc1ccc(CCNC(=O)CSc2nnc(CNC(=O)c3cccs3)o2)cc1OC,-0.46,867,1%,1.2,0.2%,-0.1%,11%,-6%,11%,5.0%
S=C(Nc1ccc(Nc2ccccc2)cc1)NC1CCCCCC1,-1.5,1252,14%,1.1,13%,-1.4%,33%,15%,12%,-1.2%
CC(=O)C1=C(O)C(=O)N(c2cccnc2)C1c1cccc([N+](=O)[O-])c1 (stereo not given),x,x,x,x,1.7%,0.5%,10%,x,-10%,x
CN(C(=O)COc1nnc(-c2cccs2)c(-c2cccs2)n1)c1ccccc1,x,x,6%,1.1,0.8%,0.1%,1%,10%,10%,1.1%
CC(=O)Cc1nsc(NC(=O)c2ccc(Br)o2)n1,-0.04,1179,-9%,1.1,0.9%,1.5%,10%,-15%,-1%,-1.0%
CCOC(=O)c1ccc2[nH]c(C)cc(=O)c2c1,0.04,1325,7%,1.1,-0.3%,0.2%,9%,10%,6%,x
COc1ccccc1NC(=O)N1CCCC(CNC(=O)c2ccccc2Cl)C1 (stereo not given),x,x,x,x,3.5%,0.0%,2%,x,2%,x
OCCNC(=S)NC1CCCCC1,-0.49,1247,2%,1,1.4%,0.3%,10%,-2%,-9%,1.4%
CN(C(=O)CSc1nc2cc(C(=O)O)ccc2c(=O)n1Cc1ccccc1)C1CCS(=O)(=O)C1 (stereo not given),-0.15,1254,-25%,1.1,0.1%,1.2%,-3%,-19%,4%,2.7%
Cc1cc(C(=O)N/N=C/c2cccnc2)n[nH]1,-0.42,1336,x,x,1.2%,0.1%,5%,x,9%,x
O=C(c1ccccc1)N1CCN(C(=O)c2nn3c(C(F)(F)F)cc(-c4ccco4)nc3c2Br)CC1,x,x,x,x,1.6%,-0.9%,14%,x,9%,x
CCC(C)NCCCOc1cc(Cl)ccc1Cl (stereo not given),x,x,8%,1,-1.1%,-1.1%,21%,4%,28%,-3.3%
N#Cc1nc(-c2ccc(OCc3ccccc3Cl)cc2)oc1NCCCn1ccnc1,0.74,1228,8%,1.3,9.2%,x,3%,3%,21%,-0.9%
C=CCn1c(C)cc(C(=O)COC(=O)COc2ccccc2C#N)c1C,0.59,1521,-3%,1.1,1.8%,0.5%,2%,6%,4%,-1.3%
Cc1ccc(S(=O)(=O)CCSC(=N)N)cc1,0.97,1240,-5%,0.8,2.9%,0.3%,56%,-9%,27%,18%
CC(=O)N1c2ccc(S(=O)(=O)N3CCC(C(=O)NCCc4ccc(Cl)cc4)CC3)cc2CC1C (stereo not given),x,x,x,x,0.3%,0.3%,2%,x,-2%,x
CCc1nnc(NS(=O)(=O)c2ccc(N/C=C\C(=O)c3ccc4ccccc4c3)cc2)s1,-0.32,1335,-3%,1.1,u,0.6%,5%,-10%,2%,-1.6%
COCCN(C(=O)CSc1nnc(-c2ccccc2C)n1C)c1c(N)n(Cc2ccccc2)c(=O)[nH]c1=O,0.02,1247,5%,1.1,0.5%,x,6%,-6%,2%,-0.4%
Cc1cc(C)cc(N2CC(O)Cn3c2nc2c3c(=O)[nH]c(=O)n2C)c1 (stereo not given),x,x,x,x,15%,-0.1%,3%,x,10%,x
Cc1noc(C)c1NC(=O)NC(c1ccccc1)c1ccccc1,x,x,x,x,1.0%,0.0%,12%,x,-11%,x
C=CCNC(=S)NCc1ccccc1,x,x,x,x,-0.9%,0.3%,20%,x,-5%,x
COC(=O)C1CCN(Cc2cc(=O)oc3cc(OC)ccc23)CC1,-0.64,1384,2%,1.1,1.6%,1.2%,1%,0%,-6%,3.4%
C#Cc1ccc([C@H]2C=C(C(=O)N3CCN(Cc4ccccc4)CC3)O[C@@H](OCC)[C@@H]2CCCO)cc1,-1.2,1213,10%,1.1,0.3%,1.0%,6%,1%,-16%,4.8%
Cc1cccc(NC(=O)C2COc3ccccc3O2)c1 (stereo not given),x,x,x,x,3.1%,-0.4%,-3%,x,20%,x
CC(=O)N1CCN(c2ccc(NC(=O)c3ccco3)cc2Cl)CC1,x,x,x,x,1.8%,-0.1%,16%,x,0%,x
COc1ccccc1CC1CC(=O)N(c2cccc(Cl)c2C)C1=O (stereo not given),x,x,x,x,0.5%,-0.5%,7%,x,5%,x
COc1ccc(CC(=O)OCC(=O)Nc2ccc(C(=O)Nc3ccc(OC)cc3)cc2)cc1,-0.24,1412,3%,1.2,3.3%,-0.1%,12%,-2%,-4%,0.1%
N#CCCN(C(=O)COc1ccc(Cl)cc1Cl)c1ccccc1,-0.9,1375,-2%,1.1,1.8%,0.0%,-8%,-1%,18%,-1.3%
Clc1ccc(CCNc2ncnc3nc[nH]c23)cc1,x,x,6%,2.2,4.1%,-0.2%,2%,7%,11%,x
Nc1sc(-c2ccccc2)c(Cc2ccccc2)c1C(=O)O,0.92,1193,10%,1,1.8%,0.1%,24%,18%,0%,1.2%
Cc1c(NC(=O)CSc2nc3ccccc3n2C)c(=O)n(-c2ccccc2)n1C,x,x,-2%,1.2,0.9%,0.9%,-31%,-3%,1%,-1.8%
C/C(=N\NC(=O)c1ccncc1)C12CC3CC(CC(C3)C1)C2,0.09,1229,-11%,1,1.4%,-0.5%,17%,-10%,-16%,-4.6%
O=[N+]([O-])c1ccc(N=Cc2c(O)ccc3ccccc23)cc1,0.05,1017,x,x,14%,-0.1%,24%,x,-18%,x
CC1CC2(NC(=O)NC2=O)C(C)CN1C (stereo not given),x,x,-7%,0.9,-1.3%,0.3%,6%,-8%,4%,-1.5%
COc1ccc(OC)c2c1cc(C(=O)N[C@@H](Cc1ccccc1)C(=O)O)n2C,x,x,x,x,1.5%,-0.3%,6%,x,7%,x
CCc1cccc(NC(=O)CN(c2ccc(OC)cc2)S(=O)(=O)c2c(C)n[nH]c2C)c1,-0.76,1112,11%,1.1,6.8%,-0.3%,1%,13%,11%,-2.1%
COc1cccc(N2CCN(CC(=O)Nc3nc(C)c(C(=O)N(C)C)s3)CC2)c1,x,x,x,x,2.3%,-0.5%,9%,x,-5%,x
COc1ccc(Nc2ncnc3c2cnn3-c2ccccc2)cc1OC,1.5,1453,-13%,1,3.3%,0.2%,2%,-43%,3%,x
COc1ccc(CNS(=O)(=O)c2ccc3c(c2)NC(=O)CS3)cc1,x,x,x,x,1.0%,-0.1%,-11%,x,2%,x
CC(=O)c1sc(NC(=O)CCOc2ccccc2)nc1C,0.99,1261,-1%,1.1,1.5%,-0.3%,-2%,7%,8%,0.5%
COc1ccc2[nH]c3c(c2c1)CCN1C(=O)N([C@@H](C)C(=O)NCc2ccc(C)cc2)C(=O)[C@]31C,x,x,x,x,3.1%,-0.8%,10%,x,-7%,x
O=C(CSc1ccccc1)N/N=C/c1ccccc1O,-0.04,1390,-11%,1.2,1.3%,-0.2%,12%,-26%,-4%,-1.0%
CCN1CCN(Cc2c(O)c(Cl)cc3c(C)cc(=O)oc23)CC1,0.07,1071,1%,1.1,1.0%,0.7%,8%,18%,1%,0.5%
CN1CCN(c2ccccc2NC(=O)COc2ccc(Cl)cc2)CC1,x,x,x,x,0.3%,0.1%,10%,x,-3%,x
Cc1cc(C)n(-c2nnc3n2N=C(c2c[nH]c4ccccc24)CS3)n1,x,x,9%,1.1,-1.7%,0.6%,17%,6%,3%,x
C=CCn1c(NS(=O)(=O)c2ccccc2)c(S(=O)(=O)c2ccc(C)cc2)c2nc3ccccc3nc21,0.27,1370,8%,1.1,8.2%,0.3%,19%,52%*,1%,-4.2%
O=C(c1ccc(S(=O)(=O)N2CCOCC2)cc1)N(c1cccc(Cl)c1)C1C=CS(=O)(=O)C1 (stereo not given),0.8,1372,5%,1.2,1.0%,0.0%,10%,1%,4%,7.2%
CCOC(=O)C1=C(C)Nc2nc(=S)[nH]n2C1c1ccc(Cl)cc1 (stereo not given),-0.87,1223,15%,0.7,x,x,25%,12%,-6%,-1.7%
CC(c1ccccc1)n1c(CCCO)nc2ccccc21 (stereo not given),x,x,x,x,0.5%,-0.9%,13%,x,2%,x
Cc1ccc2nc(SCC(=O)c3cc(C)n(C)c3C)[nH]c2c1,0.87,737,13%,1.1,1.9%,0.0%,11%,10%,-2%,-1.2%
COc1nc(Nc2ccc([N+](=O)[O-])cc2)nc(NC(C)C)n1,0.14,1282,26%,1.1,3.7%,-0.5%,-8%,15%,-2%,-2.1%
